High-throughput results: PubChem, several laboratories
ER stress rescue: rescue of cells from ER stress-induced death, primary screen, 384-well, CSM14.1, thapsigargin, ATP luminescence (AID 1222); cellular ATP content (survival), % at 20 µM; hits with a dose series show EC50 in µM; CSM14.1 thapsigargin-induced death rescue, ATP luminescence; higher % means a stronger effect; 190,000 tested, under 10 active;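 active = EC50 below 50 µM in the dose-response confirmation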;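 note: death triggered by thapsigargin at about 15 µM added after 2 h compound pretreatment; cell ATP read after overnight thapsigargin exposure of roughly 18 to 22 hours; normalized against plate controls of thapsigargin alone and 5% DMSO vehicle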
Salmonella PhoP GFP: inhibitors of PhoP regulon expression, primary screen, Salmonella Typhimurium, GFP reporter (AID 1863); S. Typhimurium PhoP-regulated promoter GFP reporter, 4 h; higher % means a stronger effect; one-dose inhibition, % at 50 µM; IC50 in µM for titrated hits; 300,000 tested, 0.16% active;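 active = inhibition over 29.93%, a cutoff 3 SD above the screen mean, later confirmed by dose response; inconclusive = inhibition over 29.93% but no dose response follow-up; inactive = inhibition at most 29.93% or unconfirmed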;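 note: 0% = low Mg2+ inducing control and 100% = high Mg2+ repressing control; strong numbers were not always called active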
GPR35 arrestin U2OS: GPR35 antagonists blocking zaprinast-driven arrestin recruitment, primary screen, imaging, U2OS, beta-arrestin-GFP, zaprinast agonist (AID 2058); U2OS GPR35 beta-arrestin-GFP translocation imaging, zaprinast antagonism; higher % means a stronger effect; 290,000 tested, 0.052% active; inhibition, % at 10 µM; hits with a dose series show IC50 in µM; G-protein coupled receptor 35 (Homo sapiens);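 active = inhibition of at least 50% with at least 30 cells and total cytoplasm GFP at most 10,000,000; inconclusive = under 30 cells or total GFP of 10,000,000 plus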
Dengue-2 NS5 capping: Dengue-2 NS5 methyltransferase inhibitors, primary screen, biochemical, confirmation dose response (AID 588689). Genome polyprotein (Dengue virus type 2 (strain 16681-PDK53)). Dengue-2 NS5 methyltransferase capping enzyme assay, biochemical; higher % means a stronger effect. inhibition, % at 25 µM, or IC50 in µM where a hit was titrated. 340,000 tested, 0.3% active; in the data active = a potency from the dose series; inconclusive = inhibition above about 29% without an active follow-up result
West Nile antiviral: West Nile virus antiviral activity, cell-based, CPE readout (AID 1621); CPE inhibition, % at 10 µM, or IC50 in µM where a hit was titrated; 290,000 tested, 0.02% active; West Nile virus-infected cells, CPE inhibition; higher % means a stronger effect; in the data active = a potency from the dose series; inconclusive = CPE inhibition mostly from about 3.7% at the one dose, without a potency; inactive = the rest, 99 in 100 with CPE inhibition below about 2.2%; note: strong numbers were not always called active
LYP phosphatase: inhibitors of LYP phosphatase, biochemical, fluorescence intensity, uHTS (AID 1779); inhibition, % at 11.5 µM, or IC50 in µM where a hit was titrated; recombinant LYP phosphatase, fluorescence intensity; higher % means a stronger effect; Tyrosine-protein phosphatase non-receptor type 22 (Homo sapiens); 290,000 tested, 0.054% active; in the data active = inhibition above about 50%;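 note: plate controls were vehicle with enzyme for no effect and no enzyme for full effect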
SV40 large T antigen: SV40 large T antigen inhibitors, biochemical (AID 1903) | SV40 large T antigen ATPase/helicase inhibition assay; higher % means a stronger effect | 310,000 tested, 0.39% active | inhibition, % at 20 µM; hits with a dose series show IC50 in µM; in the data active = a potency from the dose series; inconclusive = inhibition mostly from about 32% at the one dose, without a potency; inactive = the rest, 99 in 100 with inhibition below about 32%; note: strong numbers were not always called active
RSV antiviral HEp-2: RSV antiviral activity via CPE protection, HEp-2 cells, primary 10 µM value included (AID 2391) | HEp-2 cells, RSV-induced CPE inhibition; higher % means a stronger effect | CPE inhibition, % at 10 µM, or IC50 in µM where a hit was titrated | 310,000 tested, 0.13% active; in the data active = a potency from the dose series; inconclusive = CPE inhibition mostly from about 23% at the one dose, without a potency; inactive = the rest, 99 in 100 with CPE inhibition below about 21%; note: strong numbers were not always called active
MgcRacGAP inhibition: MgcRacGAP GTPase-activating activity inhibitors, confirmation, biochemical, ADP Hunter fluorescence. Rac GTPase-activating protein 1 (Homo sapiens). AID 624330, 2012. MgcRacGAP-stimulated Rac1 GTP hydrolysis, ADP Hunter fluorescence; higher % means a stronger effect; GST-tagged Rac1 F28L mutant substrate. 340,000 tested, 0.6% active. one-dose inhibition, % at 30 µM; IC50 in µM for titrated hits;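 active = first-screen hits whose inhibition reached a set limit at any dose in the follow-up dose series; inconclusive = inhibition above the set first-screen limit but never retested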;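 note: fluorescence reports GDP produced by GAP-driven GTP hydrolysis; strong numbers were not always called active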
Dengue-2 NS5 capping pilot replicate: also measured in Dengue-2 NS5 capping; calls as there; inhibition, %; measured here: pilot screen replicate inhibition
* marks the source's active call; other numbers are inactive results; ? = inconclusive; . = not tested or not shown; & = joins results of further samples. An unsorted share of the library (roughly 1.5% active in at least one column).

A first look, 2 compounds:
SMILES	ER stress rescue	Salmonella PhoP GFP	GPR35 arrestin U2OS	Dengue-2 NS5 capping	West Nile antiviral	LYP phosphatase	SV40 large T antigen	RSV antiviral HEp-2	MgcRacGAP inhibition	others
CCN(C(=O)COC(=O)/C=C/c1ccccc1)C1CCCCC1	-0.5%	-2%	10%	4%	-0.4%	-4%	23%	-0.8%	8%
CCc1cccc(C)c1NC(=O)c1cccc(N(C)C)c1	1.1%	9%	-2%	-3%	-0.2%	-3%	1%	0.9%	24%

Results, previewed entries included:
SMILES	ER stress rescue	Salmonella PhoP GFP	GPR35 arrestin U2OS	Dengue-2 NS5 capping	West Nile antiviral	LYP phosphatase	SV40 large T antigen	RSV antiviral HEp-2	MgcRacGAP inhibition	others
CCN(C(=O)COC(=O)/C=C/c1ccccc1)C1CCCCC1	-0.5%	-2%	10%	4%	-0.4%	-4%	23%	-0.8%	8%
CCc1cccc(C)c1NC(=O)c1cccc(N(C)C)c1	1.1%	9%	-2%	-3%	-0.2%	-3%	1%	0.9%	24%
Cc1cnc(NC(=O)Cc2c[nH]c3ccccc23)s1	-2.8%	-3%	2%	0%	-1.3%	2%	6%	3.9%	-8%
COc1ccc(C=O)cc1OS(=O)(=O)c1ccc(NC(C)=O)cc1	-3.4%	?	10%	-3%	-0.2%	-8%	10%	2.1%	6%
Cn1c(CSCc2ccccc2Cl)n[nH]c1=S	-2.0%	2%	2%	-8%	-0.5%	3%	26%	1.1%	15%
Cc1cccc(N2CCN(C(=O)N3CCCCC3)CC2)c1C	-0.6%	2%	7%	-11%	-0.6%	-5%	2%	1.2%	4%
COc1ccc(CN2CCN(c3ccccn3)CC2)c(OC)c1C	.	-2%	-9%	-6%&-8%	-0.8%	-8%	8%&5%	1.1%&1.3%	25%&42%
COc1cccc(C(=O)N(Cc2ccc(N(C)C)cc2)C2CCS(=O)(=O)C2)c1 (centres undefined)	-1.3%	2%	7%	3%	0.0%	-9%	14%	0.8%	6%
O=C(NCC1CC1)C1(C(F)(F)F)CC(CCCO)CCCO1 (centres undefined)	.	.	.	-2%	-0.5%	.	11%	0.7%	6%
CCO[C@H]1OC(C(=O)Nc2ccccc2)=C[C@@H](c2coc3ccccc3c2=O)[C@@H]1CCCO	4.5%	-15%	-12%	1%	-0.2%	-1%	8%	1.9%	1%
O=C(c1ccncc1)N1CCN(c2cccc(C(F)(F)F)c2)CC1	-0.4%	0%	-14%	-8%	0.4%	-5%	11%	1.1%	14%
Cc1c(NC(=O)c2cc3nc(-c4ccc(Br)cc4)cc(C(F)(F)F)n3n2)c(=O)n(-c2ccccc2)n1C	2.0%	3%	-8%	-2%	?	-3%	4%	7.3%	2%
Cc1ccc(N=C(NO)c2cnccc2C(F)(F)F)c(C)c1	.	9%	-8%	-12%	-0.6%	-4%	8%	2.7%	6%
NNC(=O)c1ccc(CSc2n[nH]c(=O)[nH]c2=O)cc1	.	-4%	18%	-9%	0.1%	-7%	15%	1.2%	2%
NC(=S)N/N=C/c1c(O)ccc2ccccc12	.	-8%	6%	-15%	-0.4%	-2%	23%	-3.0%	-4%
CS(=O)(=O)c1ccccc1-c1nnc(NC(=O)c2cccc(N3C(=O)CCC3=O)c2)o1	.	-9%	.	-5%	.	.	9%	1.3%	2%
CCS(=O)(=O)c1ccc(C(=O)NC2CC2)c(Cl)c1Cl	-0.1%	8%	4%	-14%	-0.6%	-8%	-16%	4.9%	3%
CCOC(=O)[C@@H]1[C@H]2COc3ccccc3[C@@H]2N2C(=O)N(c3ccc(Cl)cc3)C(=O)[C@@]12C	.	-2%	2%	-1%	-1.8%	-11%	5%	-0.7%	11%
COc1ccc(-c2ccc3oc(-c4ccsc4)cc3c2)cc1	.	.	.	-2%	0.1%	.	2%	0.8%	7%
N#C/C(=C(/O)COC(=O)c1ccc2c(c1)OCCO2)c1nc2ccccc2[nH]1	1.4%	15%	-1%	-5%	-0.1%	-6%	6%	2.5%	12%
CN(C)N1C(=O)CC(C)(c2ccc([N+](=O)[O-])cc2)C1=O (centres undefined)	.	.	.	-2%	.	.	32%	2.5%	2%
CCCCN(CC(O)COc1cccc(C)c1)CC(O)COc1cccc(C)c1 (centres undefined)	.	-3%	1%	-2%	0.8%	-4%	7%	7.4%	2%
COCCCNC(=O)CN1C(=O)/C(=C\c2ccc(C)cc2)Sc2ccccc21	-3.6%	5%	1%	4%	0.2%	-6%	9%	1.9%	-2%
O=C(O)CSCC(=O)N1N=C2/C(=C/c3ccccc3)CCCC2C1c1ccccc1 (centres undefined)	.	7%	2%	12%	-0.4%	-2%	6%	1.8%	2%
COc1ccccc1CNC(=O)C1CCC(CNc2c(N3CCC(C)CC3)c(=O)c2=O)CC1 (centres undefined)	.	-3%	-7%	-10%	0.5%	-2%	4%	-1.6%	13%
Cc1ccc(CN2CCC(N3CCC(C(=O)NCC4CCCO4)CC3)CC2)o1 (centres undefined)	-0.1%	-1%	-2%	-2%	-0.3%	-5%	3%	-1.1%	6%
O=C(NCc1ccccn1)C1CCN(Cc2cnn(-c3ccccc3)c2-n2cccc2)CC1	3.3%	0%	2%	6%	-1.8%	-5%	9%	-0.8%	5%	Dengue-2 NS5 capping pilot replicate=0.6
Cc1ccccc1Cn1nc(C)c(NC(=O)c2ccccc2)c1C	0.5%	-2%	14%	-3%	-0.2%	-4%	3%	2.5%	8%
CCOC(=O)N1CCN(c2nc3ccc(C)cc3n3cnnc23)CC1	.	.	-4%	1%	-0.1%	3%	.	.	8%
CC1CN(C2CCCCC2)c2nc3c(c(=O)n(C)c(=O)n3C)n2C1 (centres undefined)	0.7%	-14%	4%	4%	-0.5%	-7%	4%	0.7%	9%
CC(C)CNC(=O)[C@@H]1CSC2c3ccccc3C(=O)N21 (some centres undefined)	.	8%	-16%	-16%	-0.9%	-9%	-4%	1.0%	18%
Cc1ccc(-n2c(O)cnc2Nc2nc(C)cc(C)n2)cc1	1.7%	7%	15%	-5%	.	-6%	-9%	1.1%	2%
O=C(CS(=O)(=O)c1c[nH]c2ccccc12)Nc1ccc(F)cc1	.	-4%	12%	-7%	0.2%	-8%	28%	1.4%	9%
CC1CCC(C(C)C)C(OCC(O)CN2CCN(Cc3ccccc3)CC2)C1 (centres undefined)	-1.1%	0%	22%	-5%	-0.4%	-4%	11%	17%	9%
COCCCNC(=O)COc1cc(C)c(Cl)c(C)c1	0.9%	11%	19%	-2%	-0.4%	-7%	6%	3.6%	12%
COc1ccc(CN2CCNC(=O)C2CC(=O)NC2CCCC2)c(OC)c1 (centres undefined)	.	-1%	-5%	-6%	-0.4%	-8%	20%	1.4%	6%
COc1ccc2oc(C)c(C(N)=O)c2c1	-0.5%	2%	6%	0%	0.2%	0%	1%	1.1%	-4%
Cc1ccc(-c2nc3c(c(=O)c4ccccc4n3C)c(=O)n2Cc2ccco2)cc1	.	-3%	-6%	-2%	-0.5%	7%	20%	5.7µM*	-3%
COc1ccccc1-n1c(-c2cn(C)nc2C)n[nH]c1=S	-1.2%	8%	0%	-4%	-0.2%	3%	10%	0.3%	6%
COc1ccc(NC(=O)CCc2nnc3ccc(N4CCC5(CC4)OCCO5)nn23)cc1	.	5%	2%	-1%	0.6%	-4%	7%	0.6%	8%
Cc1cc(NC(=O)COc2ccccc2C)ccc1NC(=O)c1cccs1	.	1%	-5%	-5%	-0.3%	-6%	4%	6.5%	0%
CCCN(CC(=O)Nc1ccccc1C)C(=O)c1cccc(S(=O)(=O)N2CCc3ccccc3C2)c1	.	6%	-12%	0%	-0.4%	-6%	29%	11%	9%
Cc1sc2nc(SCCN(C)C)n(-c3ccccc3)c(=O)c2c1-c1ccc(F)cc1	.	-1%	9%	-8%	-1.0%	2%	8%	-1.1%	4%
Cc1cc(=O)oc(C)c1C(=O)Nc1ccc(N(C)C)cc1	.	0%	-8%	-2%	1.3%	-3%	?	-0.4%	21%
N/C(=N\OC(=O)c1ccc2c(c1)OCO2)c1ccc([N+](=O)[O-])cc1	-0.6%	2%	-3%	8%	0.0%	2%	10%	0.5%	2%
COc1cc(Cl)ccc1NC(=O)COc1ccccc1C(=O)N1CCN(c2ccc(O)cc2)CC1	3.1%	-4%	-19%	6%	.	-6%	13µM*	1.7%	?
CC1CC(=O)N(c2ccc(C(C)C)cc2)C(=O)C1	.	-10%	-1%	.	0.0%	-4%	-1%	0.7%	-15%
CN1CCc2c(sc3c2C(=O)NC(c2ccco2)N3)C1 (centres undefined)	-0.9%	-19%	-2%	21%	-0.1%	-2%	16%	0.0%	8%	Dengue-2 NS5 capping pilot replicate=1.2
COCc1cc(C)nc(N/N=C/c2ccc(-c3ccc(C(=O)O)c(Cl)c3)o2)c1C#N	-1.8%	-5%	22%	.	0.4%	8%	17%	-1.1%	.
O=C(CSc1nnc(COc2cccc3cccnc23)o1)N1CCN(C(=O)c2ccco2)CC1	1.3%	3%	7%	-3%	0.2%	-3%	7%	2.1%	3%
COC(=O)C1=C(C)Nc2ncnn2C1c1ccc(OCc2ccccc2)cc1 (centres undefined)	0.2%	-1%	-15%	-4%	0.0%	2%	1%	-0.4%	0%
CCCn1c(C2CCCN2c2nc(-c3ccc(C)cc3)cs2)nc2ccccc21 (centres undefined)	.	2%	15%	-7%	0.3%	-2%	16%	14%	6%
FC(F)(F)c1ccccc1N/N=C/c1cccnc1	.	-4%	-4%	-8%	-0.2%	0%	11%	7.7%	8%
COc1ccc(C(=O)CCN2CCN(c3ccccc3OC)CC2)cc1	-4.2%	-3%	-3%	-21%	?	-2%	15%	2.0%	14%
Cc1cc(Cl)nc2c(C(C)C)cccc12	-1.7%	2%	5%	-3%	-0.1%	-7%	7%	0.5%	-3%
CC(C)(C)OC(=O)N1CCN(C(=O)c2[nH]cnc2C(=O)N[C@@H](Cc2ccccc2)C(=O)OCc2ccccc2)CC1	.	8%	-2%	-2%	-0.8%	0%	1%	4.0%	4%
O=C(NCC1CCCO1)c1cccc(NS(=O)(=O)c2ccccc2)c1 (centres undefined)	.	-1%	.	3%	.	.	9%	0.6%	2%
O=C(NC(=S)Nc1ccccc1N1CCOCC1)c1ccc(-c2cc(Cl)ccc2Cl)o1	0.5%	-16%	1%	0%	-0.3%	-1%	13%	3.1%	-7%
